Screens deposited in PubChem by Broad Institute.
esBAF inh = Bmi1 luciferase reporter increase in mESCs, primary screen, esBAF inhibitor project, mouse ES cells, Bmi1 luciferase knock-in, single point; AID 602393, 2012; reporter increase, % at 12.5 µM; 350,000 compounds, 2% hits; 24 h; 100% = twice the neutral-well signal; in the data active means activation above about 40%; inconclusive means no clear call, values can overlap the other calls;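 further: 0% = median of the plate's neutral control wells and 100% = double that signal; a rise in the Bmi1 reporter signal indicates esBAF inhibition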
RAD54 inh = inhibitors of human RAD54 branch migration, primary screen, biochemical, fluorescence, single point; inhibition, % at 10.4 µM; DNA repair and recombination protein RAD54-like (Homo sapiens), Q92698; 360,000 compounds, 0.14% hits; RAD54 Holliday junction branch migration, FAM/BHQ fluorescence;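 active means mean normalized replicate activity at least 40 and at least half of replicates scoring 40 or more; inconclusive means only one of the two criteria met; inactive means mean below 40 and under half of replicates reaching 40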;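 further: 0% = median of neutral control wells and 100% = median of positive control wells; inhibitors cause a drop in the FAM fluorescence signal; in these data hits start at about 50%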
Target sequence (Q92698 whole entry, looked up): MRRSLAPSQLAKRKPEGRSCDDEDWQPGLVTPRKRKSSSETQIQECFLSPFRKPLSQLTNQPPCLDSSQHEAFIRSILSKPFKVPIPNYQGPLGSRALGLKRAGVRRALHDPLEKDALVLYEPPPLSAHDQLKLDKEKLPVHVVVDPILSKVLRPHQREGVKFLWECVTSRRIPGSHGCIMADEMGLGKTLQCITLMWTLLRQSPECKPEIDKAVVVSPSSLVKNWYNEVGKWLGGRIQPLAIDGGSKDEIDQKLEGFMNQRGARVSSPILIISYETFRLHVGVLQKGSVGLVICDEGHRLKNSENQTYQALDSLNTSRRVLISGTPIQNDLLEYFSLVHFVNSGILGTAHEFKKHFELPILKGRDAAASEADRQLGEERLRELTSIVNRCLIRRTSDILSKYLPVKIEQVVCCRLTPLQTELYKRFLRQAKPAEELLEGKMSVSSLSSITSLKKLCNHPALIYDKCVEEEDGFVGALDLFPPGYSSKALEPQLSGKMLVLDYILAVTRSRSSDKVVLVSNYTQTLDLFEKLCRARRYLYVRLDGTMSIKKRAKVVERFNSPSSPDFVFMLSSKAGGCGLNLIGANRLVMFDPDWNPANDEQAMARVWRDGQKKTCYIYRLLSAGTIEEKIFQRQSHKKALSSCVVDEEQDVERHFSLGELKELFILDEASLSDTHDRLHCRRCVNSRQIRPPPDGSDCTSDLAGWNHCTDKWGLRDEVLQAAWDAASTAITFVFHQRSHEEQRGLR
Starred values were filed as active, the others as inactive; ? = inconclusive. The list is partial; count on the stated rates, not on these rows.

SMILES	esBAF inh	RAD54 inh
Cc1ccc2cc(C(c3nnnn3Cc3ccccc3)N3CCc4ccccc43)c(=O)[nH]c2c1C (centres undefined)	9	1
N#CCCn1cc(/C=N/O)c(-c2ccc(Cl)cc2)n1	-10	-1
COc1cccc(C2/C(=C(/O)c3ccc4c(c3)CC(C)O4)C(=O)C(=O)N2CC2CCCO2)c1 (centres undefined)	-1	2
CCN(CC)c1ccc(/C=C(/C#N)c2nc3ccccc3[nH]2)c(OC(C)C)c1	6	-27
Cc1ccc(-c2cc(-c3nnc(SCC(=O)N(C)CCC#N)n3N)c3ccccc3n2)cc1	11	0
COCCNC(=O)C(c1ccc(C)o1)N(Cc1ccc(F)cc1)C(=O)Cn1nnc2ccccc21 (centres undefined)	1	-7
O=C(Oc1ccc(OC(=O)N2CCCCC2)cc1)c1ccccc1	26	-14
O=C(c1nc2ccccc2s1)N1CCN(c2ccccn2)CC1	32	7
COc1ccc([C@H]2[C@H](C(=O)C(C)(C)C)N3N=Cc4ccccc4C3[C@]23N=C(c2ccccc2)OC3=O)cc1OC (some centres undefined)	3	-7
Cc1cc(C)c(S(=O)(=O)N2CCC(C(N)=O)CC2)cc1C	-2	-4
CCOc1ccc2nc(NC(=O)CSc3nnnn3C3CCCCC3)sc2c1	8	-10
CCn1c(COc2ccc3c(c2)OCO3)nnc1SCC(=O)O	6	-9
COc1cc(C(=O)OCCN2CCCCC2)ccc1O	2	-4
CC(C)(C)NC(=O)Cn1c(SCC(=O)NCc2cccs2)nc2ccccc21	-3	2
COc1cc(NC(=O)CN2c3cccc4cccc(c34)S2(=O)=O)cc(OC)c1OC	3	2
CCC(C)N(C(=O)Cn1nnc2ccccc21)C(C(=O)Nc1ccc(F)cc1)c1cccc(OC)c1 (centres undefined)	-9	-4
N#Cc1cccc(C(c2nnnn2C2CCCC2)N2CCCCCC2)c1 (centres undefined)	1	2
CCC(=O)NC1(C(F)(F)F)C(=O)Nc2c1c(=O)[nH]c(=O)n2Cc1ccco1 (centres undefined)	-6	8
N#CC1=C(N)Oc2n[nH]c(-c3cccs3)c2C1c1ccsc1 (centres undefined)	-6	-13
Cn1c(=O)[nH]c(=O)c2c1nc(NCc1ccccc1)n2CCCc1ccccc1	-4	-3
CCCn1c(SCC(=O)N2CCN(c3ccccc3)CC2)nc2ccccc2c1=O	-1	6
CC(C)c1cc(C(=O)O)n[nH]1	2	1
CCc1nnc(NC(=O)C2CCN(c3nccc(C)n3)CC2)s1	0	-1
COc1ccc(NC(=O)C(NC(C)=O)C(=O)NCc2ccccc2OC)cc1 (centres undefined)	0	-1
CC(=O)Nc1cccc(OCC(O)Cn2cnc3ccccc32)c1 (centres undefined)	3	0
Cc1ccc(S(=O)(=O)N2CCN(C(=O)CN3CCOCC3)C2C(C)C)cc1 (centres undefined)	1	-6
Cc1ccc(NC(=O)c2sc(Cl)nc2-c2ccccc2)cc1	3	-4
N#Cc1c2n(c3c(=O)n(Cc4ccccc4Cl)cnc13)CCCC2	7	7
Cc1ccc(C)n1NC(=O)c1cccc(Cl)c1	0	1
COC(=O)c1[nH]c2ccc(F)cc2c1NS(=O)(=O)c1ccc(OC)cc1OC	-1	-22

Part of the list above in order of SMILES length, falling:
SMILES	esBAF inh	RAD54 inh
Cc1ccc(S(=O)(=O)N2CCN(C(=O)CN3CCOCC3)C2C(C)C)cc1 (centres undefined)	1	-6
CCCn1c(SCC(=O)N2CCN(c3ccccc3)CC2)nc2ccccc2c1=O	-1	6
Cc1ccc(C)n1NC(=O)c1cccc(Cl)c1	0	1

Next results.
SMILES	esBAF inh	RAD54 inh
Cc1ccccc1C(=O)NC1CCN(C(=O)N2CCOCC2)CC1	-6	-1
CC(=O)Nc1cc(C(=O)N2CCCC2)ccc1Sc1ccc(C)cc1	-1	-4
O=C1c2cccc3cccc(c23)N1CN1CCN(c2ccccn2)CC1	-6	0
CCOc1ccc(NS(=O)(=O)c2ccc3c(c2)CCN3C(=O)CCC(=O)O)cc1	-16	-1
Cc1ccc(NC(=O)NC2(C(=O)NCc3ccco3)CCCCC2)cc1	3	-2
COc1ccc(CCNC(=O)c2ccc(CNS(=O)(=O)c3cc(C)ccc3C)cc2)cc1OC	2	4
CCC(=O)NC(C)C(c1cccs1)N1CCOCC1 (centres undefined)	-6	-4
Cc1cc(C)c(C(N)=O)c(Nc2ccc3c(c2)OCCO3)n1	3	9
O=S(=O)(c1ccc(-c2nnc(SCc3ccccc3)o2)cc1)N1CCCC1	14	?
COCCN(Cc1cc2ccccc2[nH]c1=O)C(=O)c1ccccc1OC	-6	3
CCOC(=O)c1cc2c(s1)-c1ccccc1CC2	57*	-3
CCOC(=O)Cn1nc(/C=C/c2ccc(OC)cc2)ccc1=O	6	4
COc1cc(C(=O)N(Cc2cc3cc(C)ccc3[nH]c2=O)CC2CCCO2)cc(OC)c1OC (centres undefined)	23	4
CCc1nnc(NC(=O)CSc2nnc(-c3cc4ccccc4cc3O)n2CC)s1	-2	-5
CCCCCOCC(O)CCC(=O)NN (centres undefined)	6	-12
COc1ccc2[nH]c3nc(SCc4nnc(-c5ccc(C)cc5)o4)nnc3c2c1	5	5
Cn1c(N)c(C(=O)COC(=O)C2(c3cccc(F)c3)CCCC2)c(=O)n(C)c1=O	4	17
CCOC(=O)/C(C#N)=C1/C=CN(C)C(C)=N1	2	-4
Cc1ccc2[nH]c(-c3ccccc3)c(CN3CCOCC3)c(=O)c2c1	9	-10
COc1ccc(NC(=O)CCc2nc(-c3ccc(C)cc3)no2)cc1Cl	32	-6

Sorted by value in esBAF inh (smallest number first): 3 of the compounds above
Structure | esBAF inh
CCC(=O)NC(C)C(c1cccs1)N1CCOCC1 (centres undefined) | -6
Cc1ccc(C)n1NC(=O)c1cccc(Cl)c1 | 0
Cc1cc(C)c(C(N)=O)c(Nc2ccc3c(c2)OCCO3)n1 | 3

Remaining list, next part
SMILES	esBAF inh	RAD54 inh
CCOC(=O)C1C(=O)OC2(CCCC2)C1C(=O)OCC (centres undefined)	1	-1
CCCCn1c(N)c(-c2nc3ccccc3s2)c2c([N+](=O)[O-])nn(CC)c(=O)c21	1	1
O=C(CSCc1cccc(Cl)c1)N/N=C/c1ccc(OCC(=O)N2CCCCC2)cc1	5	-7
CC(=O)Nc1nc(C)c(Oc2ccc(Cl)cc2Cl)c(=O)[nH]1	-9	2
CNC(=O)COC(=O)c1ccc(NC(=O)CC#N)cc1	2	-11
CC1(C)CC(=O)C2=C(C1)N(Cc1ccco1)C(=O)C2(NC(=O)c1cccnc1)C(F)(F)F (centres undefined)	-5	2
COc1ccc(N2CCN(C(=O)CSc3nnc(-c4cc5ccccc5cc4O)n3C)CC2)cc1	-16	0
Cc1cc(=O)[nH]c2cc(O)ccc12	-4	1
Cc1noc(C)c1C(=O)OCC(=O)c1ccc[nH]1	9	-6
COc1ccccc1Oc1ccc2c(c1)C(=O)N(c1ccccc1)C2=O	24	-7
COCCOC(=O)C1=C(C)NC2=C(C(=O)CC(C)(C)C2)C1c1cccnc1 (centres undefined)	-1	-5
COc1cc(OC)c2c(-c3cccc(-c4ccc(CO)cc4)c3)cc(=O)oc2c1	-12	-1
COc1ccc(NC(=O)CSc2nc3ccccc3c(=O)n2CCC(=O)N2CCCCC2)cc1	-9	1
Cc1ccc(N2C(N)=NC(N)=NC23CCCC3)c(C)c1	6	1
C=CCc1cc(C=O)cc(OC)c1OCc1c(Cl)cccc1Cl	6	-7
Cc1ccc(C)c(NC(=S)NC(NC(=O)Cc2ccccc2)C(Cl)(Cl)Cl)c1 (centres undefined)	-6	1
COc1ccc(-c2nnc(SCC#N)o2)cc1	8	4
Cc1ccc(S(=O)(=O)NCCNc2ccc([N+](=O)[O-])cc2C(F)(F)F)cc1	-1	7
O=c1c2ccccc2nc(CSc2nnnn2-c2ccccc2)n1-c1ccccc1Cl	-1	-2
O=C(Nc1cccc(Cl)c1N1CCCCC1)c1ccc2c(c1)OCCO2	2	-4
O=S(=O)(c1ccc(Oc2ccc(Br)cc2F)nc1)N1CCCCC1	-1	9
Cc1c(Cl)cccc1-n1ccnc1SCC(=O)O	-7	9
CCCc1nnc(NC(=O)c2cccs2)s1	34	-3
CCn1c(SCC(=O)c2ccc(Cl)cc2)nnc1-c1cccs1	-3	9
O=P(OC1CCS(=O)(=O)C1)(c1ccccc1)c1ccccc1 (centres undefined)	0	14
O=C(CCN1C(=O)COc2ccccc21)NCCCN1CCN(c2ccccc2F)CC1	6	0
O=C(O)CCc1ccc(-c2ccc(Br)cc2)n1Cc1ccco1	0	0
Clc1ccc(OCc2nnc(-c3ccccc3Br)o2)cc1	0	0
Cc1c(C(=O)Nc2ccccc2)oc2c1C(=O)CC(C)(C)C2	14	2
Cn1sc(NC(=O)c2cccc(Cl)c2)nc1=O	5	-4

Two entries picked at random from the list so far:
SMILES	esBAF inh	RAD54 inh
CCn1c(SCC(=O)c2ccc(Cl)cc2)nnc1-c1cccs1	-3	9
O=C(CCN1C(=O)COc2ccccc21)NCCCN1CCN(c2ccccc2F)CC1	6	0

Carrying on.
SMILES	esBAF inh	RAD54 inh
COc1ccc(-c2nnn(CC(=O)N(Cc3ccc(F)cc3)C(C(=O)NC3CCCC3)c3ccc(F)cc3)n2)cc1 (centres undefined)	-3	6
CCCc1nc2ccccc2c(=O)n1NC(=O)c1c(O)c2ccccc2[nH]c1=O	0	8
Cc1ccc(S(=O)(=O)N2CN(Cc3ccco3)c3nc4ccccc4nc32)cc1	33	-9
CCc1nc2c(OCCC3CCCCC3)cccn2c1N(C)C(=O)C(C)C	-1	-1
O=C(NCc1cn2ccccc2n1)c1ccccc1	-5	3
O=C(CN1C(=O)C2CCCN2c2ncc(Cl)cc21)NCc1ccc2c(c1)OCO2 (centres undefined)	8	-9
Cc1cc(C)n(-c2ccc(C(=O)Nc3ccc(S(=O)(=O)NCc4ccco4)cc3)cc2)n1	-25	-5
CCC(=O)c1cn(CC(=O)OC)c2ccccc12	-2	4
O=C(N/N=C/c1ccccc1)c1sccc1OCc1ccc(F)cc1	15	7
O=c1c2cnn(-c3ccc(F)cc3)c2ncn1Cc1ccccc1	-2	10
CCCNC1CCS(=O)(=O)C1 (centres undefined)	1	-6
Cc1nnc(NC(=O)Cc2ccc(OCc3c(C)noc3C)cc2)s1	-6	5
Cc1ccccc1CNC(=O)c1ccccc1	1	-10
CCOC(=O)CNC(=O)CSc1nc(NCc2ccccc2)nc(N(C)C)n1	-1	-6
CCCOc1ccc(N)cc1N	-10	-6
COc1cccc(C2=CC(=O)C[C@H](c3ccc4c(c3)OCO4)C2)c1OC	43*	8
CC(C)(C)C(=O)Cn1ncc(N2CCCC2)c(Br)c1=O	32	-5
CCn1c(SCc2c(Cl)cccc2Cl)nnc1-c1nn(-c2ccccc2)ccc1=O	-3	4
c1ccc(-c2csc(Nc3ccc4c(c3)OCCO4)n2)cc1	14	-11
CCCCC(CC)C(=O)Nc1ccc(C#N)cc1 (centres undefined)	3	9
CCCCn1c(SCC(=O)N2CCCC2)nc2c1c(=O)n(C)c(=O)n2C	-6	11
CCn1c(COc2ccc(C)cc2)nnc1SCC(=O)Nc1ccc(S(N)(=O)=O)cc1	2	-4
CCOc1ccc(N(CC(=O)NCc2ccco2)S(C)(=O)=O)cc1	7	3
CCc1nnc(NC(=O)c2nc3nc(C)cc(C)n3n2)s1	0	-5
CC(=O)NC(CCS(C)(=O)=O)C(=O)Nc1cccc(C(C)=O)c1 (centres undefined)	6	4
COC(=O)c1[nH]c2ccccc2c1NC(=O)CN1CC(C)OC(C)C1 (centres undefined)	1	-5
CC(C)Oc1ccccc1C1CC(=O)Nc2cc3c(cc21)OCCO3 (centres undefined)	-16	-5
Cc1onc(-c2ccccc2Cl)c1C(=O)NCC1CCCO1 (centres undefined)	3	0
CCOc1cc(-c2cc(-c3ccc(N)cc3)nc(N)c2C#N)ccc1O	4	-2
Cc1cc(C)nc(Sc2nc(Cl)nc(N(c3ccccc3)c3ccccc3)n2)n1	2	-24
CC(C)CCn1c(N2CCOCC2)nc2c1c(=O)n(CC(N)=O)c(=O)n2C	-1	-3
Cc1c(C#N)c(NC(=O)c2cccc(Cl)c2)n(Cc2ccccc2)c1C	-4	-2
O=C1OC(N2CCN(Cc3ccccc3)CC2)c2ccccc21 (centres undefined)	-5	5
CCOC(=O)N1CCC(NC(=O)c2cccn3c(=O)c4cc(Br)ccc4nc23)CC1	-5	5
CCOC(=O)C1CCCN(C(=O)CN2C(=O)c3ccccc3C2=O)C1 (centres undefined)	13	-13
Cc1nn(C)c(C)c1S(=O)(=O)N1CCC(C(=O)NC2CCCCC2)CC1	4	-1
O=C1c2cnc3nc(SCc4ccccc4)nn3c2CC2c3ccccc3CCN12 (centres undefined)	0	-12
Cn1c(Cn2cnc(Cl)c2Cl)nc2ccccc21	-17	0
Cc1cc(C)n(-c2ccc(C(=O)Nc3ccccn3)cc2)n1	-21	5
CCOc1ccccc1OCCCC(=O)NC1=NCCS1	-4	-13
CC1C(=O)CCN(C(C)(C)C)C1C (centres undefined)	-8	0
CS(=O)(=O)NCCC1=CCCCC1	8	-5
CC(=O)N(C)c1ccc(NC(=O)c2ccco2)cc1	28	17
COc1ccc(N=C2S/C(=C\c3cc(C)n(C)c3C)C(=O)N2CC(C)C)cc1	2	-7

Entries from the list above with a thiophene ring, fused or not (7):
SMILES	esBAF inh	RAD54 inh
CC(C)(C)NC(=O)Cn1c(SCC(=O)NCc2cccs2)nc2ccccc21	-3	2
N#CC1=C(N)Oc2n[nH]c(-c3cccs3)c2C1c1ccsc1 (centres undefined)	-6	-13
CCC(=O)NC(C)C(c1cccs1)N1CCOCC1 (centres undefined)	-6	-4
CCOC(=O)c1cc2c(s1)-c1ccccc1CC2	57*	-3
CCCc1nnc(NC(=O)c2cccs2)s1	34	-3
CCn1c(SCC(=O)c2ccc(Cl)cc2)nnc1-c1cccs1	-3	9
O=C(N/N=C/c1ccccc1)c1sccc1OCc1ccc(F)cc1	15	7
